HT1080-NT tox – kills 2HG-producing HT-1080-NT fibrosarcoma cells; HT-1080-NT fibrosarcoma viability, CellTiter-Glo ATP luminescence, 48 h; Potency, µM (titrated, usually from 46.1 µM), for the others: at the top dose activity, negative = less viability, most hits filed as cytotoxic; 360,000 compounds, 1.6% hits; AID 686970;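 further: NT is the 2HG producing partner of a matched IDH1 knockdown line; potency means the concentration at half of the fitted maximal effect; 0% = DMSO-treated cells and -100% = media-only wells without cells; nearly all actives have a fitted effect of over 55% in size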
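A 48-hour cytotoxicity screen used HT-1080-NT cells plated 2 hours before compound delivery. ATP-based CellTiter-Glo luminescence measured viability, normalized to DMSO and no-cell controls.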
GLP1R ag – agonists of human GLP-1 receptor | HEK293 GLP-1R CRE-luciferase, luminescence, 4-6 h; cells express a hypersensitive GLP-1R form | Potency, µM (series often up to 45.6 µM), for inactives: at the highest dose activation, hits mostly activators | 380,000 compounds, 0.007% hits | AID 624172; further: potency means the concentration at half of the fitted maximal effect; % of control where 0% means no effect
Target sequence (P43220 whole entry, looked up): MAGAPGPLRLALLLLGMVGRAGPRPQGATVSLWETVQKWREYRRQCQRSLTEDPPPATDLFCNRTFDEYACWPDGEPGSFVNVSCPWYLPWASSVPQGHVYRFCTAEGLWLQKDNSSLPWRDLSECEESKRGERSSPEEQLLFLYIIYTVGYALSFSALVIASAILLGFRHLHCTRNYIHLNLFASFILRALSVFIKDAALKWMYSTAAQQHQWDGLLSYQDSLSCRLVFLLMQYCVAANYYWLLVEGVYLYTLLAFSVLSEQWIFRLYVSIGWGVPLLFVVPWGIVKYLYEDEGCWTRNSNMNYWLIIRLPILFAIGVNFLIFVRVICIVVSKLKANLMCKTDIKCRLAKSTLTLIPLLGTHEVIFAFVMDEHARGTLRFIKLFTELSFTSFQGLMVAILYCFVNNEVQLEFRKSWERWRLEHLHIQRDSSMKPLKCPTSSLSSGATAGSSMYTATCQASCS
IL-1B inflam inh – inhibitors of inflammasome signaling (IL-1 beta secretion); THP-1 LPS/ATP IL-1B secretion, AlphaLISA, 16 h; active compounds read low; activity change, % at 57.5 µM; 360,000 compounds, 4.7% hits; in the data active means activity change below about -50%; inconclusive means mostly about -30% to -49%; further: on the % scale 0 is the no-effect control and ±100 the full control effect
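THP-1 cells pretreated 1 hr with compounds (up to 57.5 uM final), then stimulated with LPS (250 ng/mL final) plus ATP (1.25 mM final); secreted IL-1B measured by AlphaLISA after 16 hr, decreased signal indicating inhibition.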
D3 antag – blocks the human D3 dopamine receptor; D3R cells, DiscoveRx beta-arrestin luminescence, antagonist mode; active compounds read low; max response, negative = inhibition, %; 360,000 compounds, 2.5% hits; in the data active means max response below about -50%; inconclusive means no clear call, values can overlap the other calls; further: on the % scale 0 is the no-effect control and ±100 the full control effect; mostly tested at two doses, the higher about 12 µM
Target sequence (P35462 whole entry, looked up): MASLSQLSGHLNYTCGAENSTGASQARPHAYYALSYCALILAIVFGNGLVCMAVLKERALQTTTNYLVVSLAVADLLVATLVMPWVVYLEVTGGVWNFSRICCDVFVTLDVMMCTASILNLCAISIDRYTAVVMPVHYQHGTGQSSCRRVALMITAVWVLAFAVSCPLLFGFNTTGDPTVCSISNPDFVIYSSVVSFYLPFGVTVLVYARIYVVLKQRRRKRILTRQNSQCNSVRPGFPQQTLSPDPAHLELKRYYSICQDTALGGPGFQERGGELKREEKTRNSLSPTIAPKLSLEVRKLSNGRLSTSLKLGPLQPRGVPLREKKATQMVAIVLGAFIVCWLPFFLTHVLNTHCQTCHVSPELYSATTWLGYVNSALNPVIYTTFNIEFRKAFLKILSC
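Cells expressing the human receptor were seeded at 1500 cells/well, incubated overnight at 37 degrees C in 5% CO2, then exposed to library compounds with dopamine controls for 90 minutes at 37 degrees C before luminescent detection.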
HT1080 IDH1KD tx – kills HT-1080 cells with IDH1 knockdown | HT-1080 IDH1 knockdown viability, ATP luminescence, 48 h | Potency, µM (series often up to 46.1 µM), for the others: at the highest dose activity, negative = toxicity, most hits filed as cytotoxic | 360,000 compounds, 2% hits | AID 686971;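 further: potency means the concentration at half of the fitted maximal effect; 0% = DMSO wells and -100% = cell-free medium wells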
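In this qHTS, HT-1080 cells depleted of IDH1 are exposed for 48 h at 37 °C to compound titrations. Toxicity is scored from CellTiter-Glo luminescence, with DMSO as full viability and medium alone as none.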
DRD3 agonist – D3 dopamine receptor (human) agonism | AID 652048 | P35462 | 410,000 compounds, 0.58% hits | D3R DiscoveRx beta-arrestin cells, luminescence, 90 min | max activation, %; in the data active means max activation above about 30%; further: 0% is about no effect; mostly tested at two doses, the higher about 12 µM
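Cells at 1500/well, incubated overnight, then treated with pinned compounds (dopamine as control) for 90 min at 37 degrees C. DiscoveRx reagent added for 30 - 60 minutes at room temperature; luminescence read.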
KB-3-1 cytotox – kills parental KB-3-1 adenocarcinoma cells | AID 1347075 | Potency, µM (doses to about 46.1 µM), without a hit: at the highest dose activity change, negative = cytotoxic, actives largely listed as cytotoxic | KB-3-1 viability, CellTiter-Glo ATP luminescence, 72 h | 400,000 compounds, 1.4% hits; further: potency means the concentration at half of the fitted maximal effect; on the % scale 0 is the no-effect control and ±100 the full control effect; nearly all actives have a fitted effect of over 60% in size
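KB-3-1 cells, DMEM (no phenol red) + 10% FBS; compound by pin transfer, 72 h, 37 °C. Readout: CellTiter-Glo luminescence after 10 min. Data normalized, curve-fitted.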
SW480 rerep – DNA re-replication induction in SW480 cells; SW480 DNA re-replication, Hoechst DNA content imaging, 48 h; Potency, µM (highest dose often 46.1 µM), for the others: at the top dose re-replication activation, actives largely listed as activators; 340,000 compounds, 1.8% hits; AID 624297; further: potency means the concentration at half of the fitted maximal effect; % of control where 0% means no effect; nearly all actives have a fitted effect of over 55% in size
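Image-based DNA-content assay: after two days of treatment, nuclei were labelled with the DNA dye Hoechst and imaged, and hits were compounds raising the count of nuclei showing high fluorescence intensity.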
KB-V1 MDR tox – KB-V1 MDR subline cytotoxicity. Potency, µM (top dose mostly 46.1 µM), without a hit: at the top dose activity change, negative = cytotoxicity, usual class: cytotoxic. AID 1347076. KB-V1 MDR cells viability, CellTiter-Glo, 72 h. 400,000 compounds, 3.4% hits; further: potency means the concentration at half of the fitted maximal effect; on the % scale 0 is the no-effect control and ±100 the full control effect; nearly all actives have a fitted effect of over 60% in size
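KB-V1 cells (P-gp-expressing MDR subline of KB-3-1) in phenol-red-free DMEM with 10% FBS were exposed to library compounds over a concentration series for 72 h at 37 degrees C. Viability read by CellTiter-Glo luminescence; concentration-effect curves fitted after normalization.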
* marks the source's active call; other numbers are inactive results; ? = inconclusive; / = no result given; [ ] = another dose, or the depositor's remark. Unless noted, the call rests on the fitted dose curve; in most records, active means well fitted curve in the direction sought with a large enough effect; inconclusive means small, poorly fitted or top-dose-only effect, or another doubt; inactive means no such curve, though single readings can be large; an effect the other way counts as inactive or inconclusive. This is a random part of the collection. About 12% of those tested had a hit in this group.

SMILES	HT1080-NT tox	GLP1R ag	IL-1B inflam inh	D3 antag	HT1080 IDH1KD tx	DRD3 agonist	KB-3-1 cytotox	SW480 rerep	KB-V1 MDR tox
NC(=O)c1cc(C(=O)c2ccc(Cl)cc2)c[nH]1	0.6%	1.9%	-16.8	1.4	3.0%	8.8	3.0%	-9.3%	0.0%
O=C(CCS(=O)(=O)c1ccccc1)Nc1nccs1	?	-3.3%	-3.5	-8.4	2.1%	3.8	3.0%	17.2%	-8.3%
CCc1noc(C)c1C(=O)NNC(=O)c1ccc(Br)cc1	0.2%	-6.5%	-0.4	-8.2	9.0%	-7.4	25.8%	-1.3%	-7.3%
CS(=O)(=O)N(CC(=O)NCCSCc1ccccc1)c1ccccc1F	2.7%	13.1%	12.4	-11.2	9.8%	-1.5	10.5%	-1.7%	1.0%
COc1ccccc1OCC(=O)NNC(=O)c1c(-c2ccccc2Cl)noc1C	-9.3%	3.4%	18.6	10.5	-14.9%	4.7	16.3%	2.1%	1.5%
Cn1cncc1C#Cc1ccc2cc(CCCO)oc(=O)c2c1	0.0%	3.7%	-7.6	12.2	-2.5%	2.1	10.4%	-2.2%	?
COc1ccc(OCC(=O)N2CCN(c3cccc(C(F)(F)F)c3)CC2)cc1	-4.3%	0.5%	-20.2	0.7	-8.8%	4.1	-5.5%	-0.5%	-10.6%
O=C(COC(=O)c1ncc(Cl)c(Cl)c1Cl)NC(=O)c1ccccc1	14.2%	2.3%	1.8	-16.2	-1.2%	-11.1	-1.3%	-123.3%[inhibitor]	-0.6%
Cc1ccc(NC(=O)CCC(=O)c2ccccc2)cc1	2.8%	4.2%	56.6	13.9	0.0%	0.8	1.1%	-1.5%	-8.4%
CC(NC(=O)CN(c1ccc(Br)cc1)S(C)(=O)=O)c1ccccc1 (stereo not drawn)	-0.3%	-2.1%	5.4	-9.6	-2.3%	0.3	-8.2%	-14.6%	-25.0%
C=CCC[C@H](Cc1ccc(F)cc1)C(=O)OC[C@@H](Cc1c[nH]c2ccccc12)NC(=O)[C@H](CC=C)CC(=O)N(CCO)Cc1ccccc1	?	-4.8%	?	2.3	?	-1.5	?	?	?
CCCC(c1nnnn1CC(=O)OCC)N(Cc1cc2ccc(C)cc2[nH]c1=O)C1CCCC1 (stereo not drawn)	-2.4%	8.6%	-0.1	-15.1	?	-12.2	8.2%	1.6%	-1.7%
Cc1ccc(C(=O)Nc2ccc(C)c(S(=O)(=O)Nc3ccccc3Cl)c2)s1	-20.9%	-17.6%	-62.0*	-7.9	?	-3.3	23.1µM*	16.3%	?
O=[N+]([O-])c1cccc(-c2c[n+]3c(n2-c2ccccc2)SCC3)c1	6.6%	-2.6%	31.3	-2.0	10.7%	1.2	0.5%	-1.3%	1.3%
CCOc1cccc(CN2CCCC(CNC(=O)c3cccc(OC)c3OC)C2)c1 (stereo not drawn)	-12.1%	0.1%	11.7	?	-15.9%	-15.2	-5.2%	0.2%	-10.3%
O=C(COC(=O)c1ccccc1O)NCc1ccco1	6.9%	2.6%	2.2	17.1	11.6%	10.9	10.9%	-9.2%	27.6%
CC1=C(C(=O)OCc2ccccc2)C(c2ccccc2OS(=O)(=O)c2ccc([N+](=O)[O-])cc2)NC(=O)N1CCCC(=O)O (stereo not drawn)	0.0%	9.2%	9.2	-12.9	-0.2%	-1.8	6.7%	-0.1%	2.8%
COCC(=O)N1CCC(Oc2ccc(C(=O)N(C)C(C)c3ccon3)cc2)CC1 (stereo not drawn)	0.0%	-1.7%	-6.6	11.3	0.1%	2.2	/	-4.3%	/
N#Cc1ccccc1NS(=O)(=O)c1cc2c3c(c1)CCN3C(=O)CC2	-0.3%	0.1%	21.6	8.5	-2.2%	-0.8	-3.7%	-22.2%	1.8%
CCOc1cc(S(=O)(=O)n2ccnc2)ccc1Br	25.2%	-2.0%	21.9	2.4	11.2%	-0.8	25.8%	-25.8%	0.6%
Cc1cc(C)n2c(SCc3ccc(Br)cc3)nnc2n1	-0.9%	?	-29.7	-20.4	-10.1%	0.4	-1.1%	-10.0%	-27.0%
CCc1ccccc1NC(=O)c1cccc(NC(=O)/C=C/c2ccco2)c1	0.0%	0.4%	-14.7	9.9	-7.9%	7.1	-12.4%	-4.2%	?
COc1ccc(-c2[nH]ncc2CN(C)CCCN2CCOCC2)cc1F	9.6%	3.2%	3.1	-8.8	12.0%	-4.6	-5.2%	-6.3%	?
CC1SCC(=NOCc2ccccc2)CS1 (stereo not drawn)	14.6%	12.0%	-11.1	-13.2	19.6%	-0.3	-4.1%	-78.6%[inhibitor]	22.9%
C[C@@H]1COc2cc(N3CCC[C@H]3CO)ccc2S(=O)(=O)N1	18.2%	0.4%	0.0	2.6	7.2%	5.9	11.5%	/	3.3%

Continued; it opens with the 3 that closed the last part.
SMILES	HT1080-NT tox	GLP1R ag	IL-1B inflam inh	D3 antag	HT1080 IDH1KD tx	DRD3 agonist	KB-3-1 cytotox	SW480 rerep	KB-V1 MDR tox
COc1ccc(-c2[nH]ncc2CN(C)CCCN2CCOCC2)cc1F	9.6%	3.2%	3.1	-8.8	12.0%	-4.6	-5.2%	-6.3%	?
CC1SCC(=NOCc2ccccc2)CS1 (stereo not drawn)	14.6%	12.0%	-11.1	-13.2	19.6%	-0.3	-4.1%	-78.6%[inhibitor]	22.9%
C[C@@H]1COc2cc(N3CCC[C@H]3CO)ccc2S(=O)(=O)N1	18.2%	0.4%	0.0	2.6	7.2%	5.9	11.5%	/	3.3%
COc1cc(C=NNc2nc3c([nH]2)c(=O)n(C)c(=O)n3C)ccc1O	2.7%	0.0%	3.9	-13.1	10.5%	-6.9	0.6%	-4.1%	5.1%
Cc1ncoc1C(=O)N1CCCC(C(=O)c2ccc(Oc3ccccc3)cc2)C1 (stereo not drawn)	6.4%	6.8%	0.0	8.8	7.4%	6.5	0.9%	?	-18.0%
CCC(C)/C(C)=N/NC(=O)c1ccc(CSc2nc3ccccc3s2)cc1 (stereo not drawn)	-14.5%	12.5%	75.4	31.3	-13.2%	15.2	?	-4.0%	23.1µM*
CCC(C)c1ccc(NC(=S)NCCn2cc(Cl)cn2)cc1 (stereo not drawn)	-8.4%	15.1%	?	-5.0	-22.3%	0.7	?	-4.7%	?
CC(NC(=O)COC(=O)Cc1ccccc1[N+](=O)[O-])c1ccccc1 (stereo not drawn)	5.0%	-1.2%	-5.4	10.4	5.7%	5.0	1.0%	-6.1%	2.6%
Cc1c(C)n(Cc2ccc(Cl)cc2)c2ccc(C(=O)NCCN3CCOCC3)cc12	?	7.1%	0.0	-24.4	?	-1.9	?	?	-1.1%
CN(CC(=O)Nc1ccc(Cl)c(C(F)(F)F)c1)C(=O)CCc1nc2ccccc2c(=O)[nH]1	-6.4%	7.8%	8.2	-6.8	-1.5%	-13.6	-10.3%	?	-2.0%
Cc1cc(C)cc(NC(=O)C2CCCN(S(=O)(=O)c3c(C)noc3C)C2)c1 (stereo not drawn)	-10.2%	1.4%	21.5	12.4	-1.2%	1.9	3.4%	1.1%	-0.6%
Cc1ccc(CCNC(=O)c2sc3nc4n(c(=O)c3c2C)CCC4)cc1	3.4%	7.9%	10.9	4.3	6.3%	0.2	0.0%	18.1%	-30.3%
CCN(CC)S(=O)(=O)c1ccc2c(c1)c(=O)c(C(=O)N(C)Cc1ccccc1)cn2C	/	-1.5%	/	/	/	-8.1	4.1%	/	29.2%
COc1ccc(CCN2CC(C(=O)OC(C)C(=O)Nc3ccc(NC(C)=O)cc3)CC2=O)cc1OC (stereo not drawn)	-5.7%	20.5%	-0.9	-14.0	-0.6%	-4.5	-0.1%	0.4%	-9.8%
O=C(O)Cc1csc(Nc2cccc(Cl)c2)n1	-9.2%	8.1%	0.5	-6.8	0.0%	-3.5	3.6%	?	-11.5%
Cc1ccc(NC(=O)C/C(N)=N/OC(=O)Nc2cccc(C)c2)cc1	3.4%	-3.1%	-28.1	3.2	12.1%	-1.7	4.1%	-8.1%	?
COC(=O)c1cc(C)ccc1OCc1ccc([N+](=O)[O-])cc1	0.6%	8.1%	-11.8	7.6	-2.3%	12.0	5.4%	4.3%	-11.3%
O=C(c1cc(=O)c2ccccc2o1)N1CCN(c2cccc(Cl)c2)CC1	2.4%	0.0%	-10.6	-9.1	-3.0%	-1.1	-0.2%	1.3%	?
CCCCN(C)CCNC(=O)CCn1nc(-c2ccc(Cl)cc2)ccc1=O	-3.0%	6.5%	-5.8	-0.3	0.0%	-2.7	-6.3%	-6.1%	2.6%
CCCCCCCSc1nnc(N)s1	-14.8%	9.8%	/	2.5	-4.0%	-3.9	-3.8%	-9.6%	-14.5%
CCN(C(=O)c1cnc(NC(C)C)cc1C(F)(F)F)c1ccc(Cl)cc1Cl	?	4.0%	-19.2	-2.9	?	-3.0	-10.7%	-4.8%	?
CCN(CC)C(=O)Cn1cc(S(=O)(=O)CC(=O)Nc2ccc(C(N)=O)cc2)c2ccccc21	0.0%	-4.1%	0.0	-18.9	-0.7%	-3.7	21.7%	10.3%	29.3%
Cc1ccc(-c2nc(CN(C)Cc3cccc4cnccc34)c(C)o2)s1	-0.8%	11.0%	-11.3	-22.9	-12.9%	1.7	0.0%	-4.0%	-12.9%
CCn1c(CC(=O)Nc2ccccc2)nnc1SCC(=O)NC1=NCCS1	-1.1%	0.0%	-5.5	-10.4	2.0%	0.3	-3.7%	-0.6%	-7.3%
Cc1cccc(N=C2NC(=O)/C(=C3/C(=O)N(C)c4ccccc43)S2)c1C	5.0%	1.3%	7.6	-93.4*	2.1%	-4.7	0.0%	-3.9%	-1.6%
CC(Oc1cccc(Cl)c1)C(=O)Nc1nc(-c2ccccn2)cs1 (stereo not drawn)	?	1.4%	-101.5*	2.3	-26.0%	2.1	?	6.51µM*	-18.9%
